ERK EGF block: inhibitors of EGF-stimulated ERK signaling pathway; HEK293-V1b, EGF-stimulated phospho-ERK AlphaScreen; Potency, µM (titrated, usually from 11.5 µM), for the others: at the highest dose activity change, negative = inhibition, hits mostly inhibitors; 130,000 compounds, 0.41% hits; active = well fitted inhibition curve with a large enough effect; inconclusive = small, poorly fitted or top-dose-only effect, or effect the other way;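 also: plate controls were stimulated vehicle wells for no effect and unstimulated vehicle basal for full effect; nearly all actives have a fitted effect of over 55% in size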
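Homogeneous cell-based phospho-ERK assay: HEK293/V1b cells in 1% FBS, compound 30 min then EGF 5 min, AlphaScreen luminescence. Activity normalized between DMSO and 25 nM EGF controls; AC50 from Hill modelling.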
* marks the source's active call; other numbers are inactive results; ? = inconclusive; [ ] = dose if it differs, or a comment. Potency is read from the fitted curve at half-maximal effect. Some of the compounds tested, so the mix of outcomes need not match the whole.

nr | mol | ERK EGF block
1 | NC[C@](O)(CS(=O)(=O)O)c1ccc(Cl)cc1 | 5%
2 | CN(C)c1ccc(NC2=C(Cl)C(=O)c3ccccc3C2=O)cc1 | 14µM*
3 | CCC(=O)c1ccc2c(c1)N(CCCN(C)C)c1ccccc1S2 | 6%
4 | FC(F)(F)c1ccccc1-c1nc(N2CCNCC2)c2ccccc2n1 | 23%
5 | CCC(C(=O)c1ccc2ncccc2c1)c1ccccc1 (stereo not drawn) | -5%
6 | COc1ccc(C(OCC2CO2)c2ccc(OC)cc2)cc1 (stereo not drawn) | -3%
7 | O=C(NCCc1ccncc1)Nc1ccccc1 | -2%
8 | O=C(Nc1nc(-c2cccs2)c(C(=O)C(F)(F)F)s1)c1ccccc1 | ?
9 | O=c1c2oc3ccccc3c2[nH]c(=S)n1-c1ccc(F)cc1 | 6%
10 | CCCNCc1cc(OC)c(OCc2ccccc2)cc1Br | -3%
11 | C=CCSC1=NN2CCS(=O)(=O)N=C2S1 | 1%
12 | CC(=O)Oc1c2occc2cc2ccc(=O)oc12 | -4%[57.5 µM]
13 | O=C(CNC(=O)c1cccs1)N/N=C/c1c[nH]c2ccccc12 | -7%
14 | COc1ccc(CNc2ncnc3cc(Cl)ccc23)cc1 | -12%
15 | CCOC(=O)c1cc(NC(=O)COc2ccc([N+](=O)[O-])cc2)cc(C(=O)OCC)c1 | -1%
16 | C=CCO/N=C(/C)c1c(O)c(CC)c(-c2ccccc2)n(-c2ccccc2)c1=O | 4%
17 | CCc1nnc(NS(=O)(=O)c2ccc(NC(=S)NC(=O)c3ccc(F)cc3)cc2)s1 | -3%
18 | CCc1ccc(OCC(=O)O/N=C(\N)Cc2ccc([N+](=O)[O-])cc2)cc1 | 6%
19 | O=C(Nc1nc2ccccc2s1)c1ccc2c(c1)S(=O)(=O)c1ccccc1C2=O | -13%[57.5 µM]
20 | CCCC(CCC)C(=O)Nc1ccc2c(c1)N(C(=O)CN1CCN(C)CC1)c1ccccc1CC2 | 2%

nr | mol | ERK EGF block
21 | S=C(NCc1ccccc1)NCc1ccc(CNC(=S)NCc2ccccc2)cc1 | 12%
22 | CCCn1c(SCC(=O)Nc2nc(-c3ccc(OC)cc3)cs2)nc2c1c(=O)n(C)c(=O)n2C | 4%
23 | CC(C)c1onc(C(=O)N(C)Cc2ccccc2)c1[N+](=O)[O-] | 18%
24 | CC(Oc1ccccc1F)c1ccnc2nc(/N=C/N(C)C)nn12 (stereo not drawn) | 0%
25 | O=C(c1cc(-c2ccccn2)nc2c(Cl)cccc12)N1CCN(S(=O)(=O)c2ccccc2)CC1 | 3%
26 | O=C1C2CCCCC2C(=O)N1c1cccc(OS(=O)(=O)c2ccccc2)c1 (stereo not drawn) | 0%
27 | Cc1cc2c(N=NC(=O)CCc3ccccc3)c(O)[nH]c2cc1Br | 2%
28 | O=c1n(-c2ccccc2)c(=O)n2n1CC(O)C2 | -3%
29 | OCC1(CCc2ccccc2)CCN(Cc2cc(Cl)ccc2O)CC1 | -7%
30 | COc1cc(OC)cc(C(=O)N[C@H](C(=O)OCC(=O)NC(=O)NC(C)(C)C)C(C)C)c1 | -7%
31 | O=C(Nc1ccc(C(F)(F)F)cc1)C1(c2ccccc2)CC1 | 7%
32 | COc1ccc(NC(=O)c2noc3c2CCCCC3)cc1 | -8%
33 | CCN(CC)C(=O)c1c(C)[nH]c(=S)c(C#N)c1-c1ccco1 | 24%
34 | O=C(NCc1cccnc1)c1ccc(-c2cccc(Cl)c2Cl)o1 | -4%
35 | CC(C)C(=O)NNC(=O)CC(=O)Nc1ccccc1C(=O)O | -2%[57.5 µM]
36 | O=C(C/C=N\OCc1ccc(Cl)cc1Cl)Nc1ccccc1 | ?
37 | CC(C)(C)C(=O)N1NC(=Nc2ccccc2)SC1(C)C | 23%[57.5 µM]
38 | O=C(Nc1ccc(C(=O)Nc2ccc(C(=O)Nc3ccc(S(=O)(=O)O)c4cc(S(=O)(=O)O)cc(S(=O)(=O)O)c34)cc2)cc1)Nc1ccc(C(=O)Nc2ccc(C(=O)Nc3ccc(S(=O)(=O)O)c4cc(S(=O)(=O)O)cc(S(=O)(=O)O)c34)cc2)cc1 | 2%
39 | Cc1ccccc1N=C(NO)c1nonc1N | -4%
40 | O=C(NC(Cc1c[nH]c2ccccc12)C(=O)O)/C(=C/c1ccco1)NC(=O)c1ccccc1 (stereo not drawn) | -9%

nr | mol | ERK EGF block
41 | COC(=O)c1ccncc1C(=O)Nc1ccc(F)cc1 | 1%
42 | CCc1cc2c(C)ccc(C)c2nc1SCC(=O)Nc1c[nH]c(=O)[nH]c1=O | 4%
43 | CC1CC1C(=O)OCC(=O)Nc1cccc(S(=O)(=O)NC2=NCCCCC2)c1 (stereo not drawn) | -10%[57.5 µM]
44 | O=C(Nc1nc2nccc(-c3ccccc3)n2n1)c1ccc(F)cc1 | -5%
45 | CCOc1ccc(/C(O)=C2/C(=O)C(=O)N(CC3CCCO3)C2c2ccco2)cc1 (stereo not drawn) | 4%
46 | O=S(=O)(c1c(Cl)sc(Cl)c1Br)N1CCCC1 | 6%[57.5 µM]
47 | COc1ccccc1C(=O)Nc1sc(C(=O)N2CCCC2)c(C)c1C#N | 3%
48 | COc1ccc(Nc2ncnc3c2cnn3-c2cccc(C)c2)cc1OC | -9%[57.5 µM]
49 | O=C(Nc1ccc(F)cc1)c1ccc(CSc2ccc(Cl)cc2)o1 | 0%[57.5 µM]
50 | C#CCOCCOCCOCCNc1nc(N2CCN(C(=O)[C@H](CCCCN)n3cc(C(N)CO)nn3)CC2)nc(N2CCN(C(=O)[C@H](CCC(=O)O)n3cc(C(N)CC(C)C)nn3)CC2)n1 (stereo partly drawn) | -1%[57.5 µM]
51 | Cc1ccc(/C=N/Nc2ccc3ccccc3n2)o1 | ?
52 | Cc1cccc(C)c1Nc1nnc(SCC(=O)c2ccc(Br)s2)s1 | 5%
53 | Cc1ccccc1OCc1nnc(SCc2cc(=O)[nH]c3ccccc23)n1-c1ccccc1 | -4%
54 | O=C(O)CCNC(=O)/C(=C\C=C\c1ccccc1)NC(=O)c1ccccc1 | 5%[57.5 µM]
55 | COC(=O)[C@@]1(Cc2ccc(OC)cc2)[C@H]2c3cc(C(=O)N(C)C)n(Cc4ccc(C(F)(F)F)nc4)c3C[C@H]2CN1C(=O)c1ccccc1 | 0%
56 | Nc1nc2ccccc2n1C(=O)c1ccccc1 | 2%
57 | Cc1ccccc1-c1ncc(CN2CCC(CO)(CCCc3ccccc3)CC2)cn1 | -14%[57.5 µM]
58 | C=CCn1c(SCc2nc3ccccc3c(=O)[nH]2)nc2scc(C3CC3)c2c1=O | 2%[57.5 µM]
59 | CC(=O)Nc1ccc(Nc2cc(C)nc3c(-c4ccccc4)cnn23)cc1 | 3%
60 | O=C(Cc1ccc(Cl)cc1)Nc1ccncc1 | -1%

nr | mol | ERK EGF block
61 | CC(C)=CCn1cnc2c1c(=O)n(C)c(=O)n2C | -26%
62 | Cc1ccc(C2(c3noc(CN(C)CCO)n3)CCCC2)cc1 | 2%
63 | CC(C)(C)C(=O)NC(=S)Nc1sc2c(c1C#N)CCCCC2 | -6%
64 | CCOCC(=O)Nc1ncc(S(=O)(=O)c2ccc([N+](=O)[O-])cc2)s1 | 9%
65 | CC(=O)Nc1ccc(S(=O)(=O)N2C(=O)c3cccc4cccc2c34)cc1 | -3%[57.5 µM]
66 | COc1ccc(NC2c3ccccc3C(=O)N2Cc2ccc3c(c2)OCO3)cc1 (stereo not drawn) | ?
67 | CCCn1c(=O)c(C(=O)N/N=C/c2ccccc2F)c(O)c2ccccc21 | -3%
68 | Cc1ccc(Sc2ccncc2S(N)(=O)=O)cc1 | 5%
69 | O=C(Nc1ccc2oc(-c3ccccc3)nc2c1)c1ccco1 | 2%
70 | S=c1[nH]nc(-c2ccc(Cl)cc2)n1-c1cccnc1 | -9%[57.5 µM]
71 | Cc1ccccc1C(=O)N1CCC(C(=O)Nc2ccc3c(c2)OCO3)CC1 | 6%
72 | CC(=O)Nc1ccc(N2C(=O)c3ccc(C(=O)Nc4nnc(SCc5ccc(F)cc5)s4)cc3C2=O)cc1 | 10%
73 | CCC(C)NC(=O)CSc1c2c(nc3ccccc13)CCCC2 (stereo not drawn) | 1%
74 | COc1ccc(NC(=O)CC(CC(=O)O)c2cc(OC)c(OC)c(OC)c2)cc1 (stereo not drawn) | -2%[57.5 µM]
75 | COc1ccc(O[C@H]2C=C[C@@H](c3ccccc3)O[C@@H]2CO/N=C/C[C@@H]2C=C[C@H](OC(C)=O)[C@@H](COC(C)=O)O2)cc1 | 0%
76 | O=S(=O)(NC1=NCCC1)c1cccc(NS(=O)(=O)c2ccc(OC(F)(F)F)cc2)c1 | -8%
77 | CCc1nnc(NC(=O)c2sc3nc4c(cc3c2N)CCCCCC4)s1 | 2%
78 | Nc1ccc(O)cc1C(=O)OCC(=O)c1ccc(C2CCCCC2)cc1 | 6%
79 | O=C(O)CNC(=O)C12CC3CC(CC(Cl)(C3)C1)C2 | 0%
80 | CCOC(=O)C(=O)Nc1ccccc1C(=O)OCC | -5%

nr | mol | ERK EGF block
81 | COCCOC(=O)c1cc(C(=O)c2cc(Cl)ccc2O)coc1=N | 15%
82 | O=C(NC1CCCCC1)C(=S)NC1CCCCC1 | -10%
83 | CCCC(=O)Nc1cc(Cl)ccc1C | -3%
84 | COc1cccc(-c2noc(CCC(=O)NCC3CCCO3)n2)c1 (stereo not drawn) | 2%
85 | COCCCn1c(=O)/c(=C\c2ccccc2OC(F)F)s/c1=C(/C#N)C(=O)NC(C)C | -8%
86 | C=CSc1sc(Cl)c(N2CCOCC2)c1[N+](=O)[O-] | ?
87 | O=C(COC(=O)c1ccccc1Br)Nc1cc(S(=O)(=O)N2CCOCC2)ccc1N1CCCC1 | 0%
88 | CCOc1ccc(N(CC(=O)NC2CCCC(C)C2C)S(=O)(=O)c2c(C)noc2C)cc1 (stereo not drawn) | -2%
89 | O=C(CCN1C(=O)/C(=C\c2cccs2)SC1=S)NC1=NCCS1 | 3%
90 | O=C(/C=C/c1ccc(S(=O)(=O)N2CCOCC2)cc1)OCC(=O)c1ccc([N+](=O)[O-])cc1 | 3%[57.5 µM]
91 | Cc1ccc(Nc2nnc(SC3CCOC3=O)s2)cc1 (stereo not drawn) | 6%
92 | Cc1ccc2oc(-c3ccc(NC(=O)c4ccc5c(c4)OCO5)cc3)nc2c1 | 5%
93 | CCOC(=O)NNC(=O)CCn1c2c(c3ccccc31)CCCC2 | 3%[57.5 µM]
94 | Cc1cc(=O)oc2cc(OCCCC[n+]3ccccc3)ccc12 | -17%[57.5 µM]
95 | CC1(C)CC2(CC(c3ccccc3F)c3cc(Cl)c(O)cc3O2)NC(=S)N1 (stereo not drawn) | 6%
96 | CCOc1cc(/C=C2\SC(=N)N(c3nonc3N)C2=O)ccc1OCC(N)=O | -6%
97 | Cc1ccc(NS(=O)(=O)c2ccc(Br)s2)cc1S(=O)(=O)N1CCOCC1 | -9%
98 | Nc1nc(SCC(=O)NCCO)nc2sc3c(c12)CCCC3 | 3%
99 | O=C(COC(=O)CNC(=O)c1ccco1)Nc1ccccc1OC(F)F | 21%
100 | N#CCCn1c(=O)c(-c2cccs2)nc2cnc(Oc3cccc(Cl)c3)nc21 | 5%

nr | mol | ERK EGF block
101 | CC(c1ccon1)N(C)Cc1cn(C)nc1-c1cccc(Cl)c1 (stereo not drawn) | -9%[57.5 µM]
102 | Cc1ccc(C2(c3noc(CN(C)CC4COCCO4)n3)CCCC2)cc1 (stereo not drawn) | -5%[57.5 µM]
103 | CCOC(=O)c1ccc(OC)c(OC)c1Cl | 0%[57.5 µM]
104 | Cc1ccc(NC(NC(=O)Cc2ccccc2)C(Cl)(Cl)Cl)cc1 (stereo not drawn) | 4%
105 | CCCNC(=O)C/C(C)=N/NC(=O)COc1ccc(C)cc1Br | -5%
106 | CCOC(=O)CNC(=O)CN1C(=O)CCS(=O)(=O)c2ccccc21 | 12%
107 | CN1/C(=C\C=N\NC(=O)c2ccc(O)cc2)C(C)(C)c2ccccc21 | 0%
108 | COc1ccc(-c2nc(C#N)c(NCCc3ccccc3)o2)cc1 | 28µM*
109 | Cc1cc(C)c2c(c1)/C(=N\N=c1\sc3ccccc3n1C)C(=O)N2 | 5%[57.5 µM]
110 | Cc1ccccc1NC(=S)NCc1ccccc1 | 14%
111 | COC(=O)c1ccc(NC(=O)C23CC4CC(C2)CC(n2cncn2)(C4)C3)cc1 | 1%
112 | Cc1ccc2nc(Cl)c(C3CC(c4ccco4)=NN3S(C)(=O)=O)cc2c1 (stereo not drawn) | -7%[57.5 µM]
113 | Cc1cc(/C=N/NC(=O)c2ccc(O)cc2)c(C)n1CC(C)C | 3%[57.5 µM]
114 | Cc1cccc(C(=O)Nc2nnc(C3=COCCO3)o2)c1 | 2%
115 | Cc1ccc(NC(=S)N(CCN2CCOCC2)Cc2cc3cc4c(cc3[nH]c2=O)OCO4)cc1 | 13%
116 | CCN(CC)S(=O)(=O)c1ccc(Cl)c(C(=O)NCc2ccco2)c1 | 1%
117 | CC(C)C(=O)N1CCN(c2ccccc2NC(=S)NC(=O)c2cccs2)CC1 | -9%
118 | Cc1nc2sc(C(c3ccccc3)N3CCOCC3)c(O)n2n1 (stereo not drawn) | 3%
119 | O=C(N/N=C/c1ccccn1)c1cc(-c2cccc3ccccc23)n[nH]1 | -3%
120 | CC[n+]1c(/C=C/Nc2ccccc2)oc2ccc(OC)cc21 | -3%
121 | O=C(NCc1ccccn1)c1ccc(CNS(=O)(=O)c2cccc(C(F)(F)F)c2)cc1 | 0%
122 | CCN1CCN(C(=S)c2ccc(OCC(=O)NCc3ccccc3)cc2)CC1 | -3%

Four of these compounds, reformatted:
[111] COC(=O)c1ccc(NC(=O)C23CC4CC(C2)CC(n2cncn2)(C4)C3)cc1
  ERK EGF block: 1%
[112] Cc1ccc2nc(Cl)c(C3CC(c4ccco4)=NN3S(C)(=O)=O)cc2c1 (stereo not drawn)
  ERK EGF block: -7%[57.5 µM]
[113] Cc1cc(/C=N/NC(=O)c2ccc(O)cc2)c(C)n1CC(C)C
  ERK EGF block: 3%[57.5 µM]
[114] Cc1cccc(C(=O)Nc2nnc(C3=COCCO3)o2)c1
  ERK EGF block: 2%
